GBA enhancer: glucocerebrosidase activity enhancement; P04062; L444P Gaucher fibroblasts, 4-MU-glucoside fluorescence, 3 days; activation, % at 10 µM; 0.44% of 30,000 active; in the data active means activation above about 65%;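 further: 0% = vehicle wells and 100% = positive control wells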
Target sequence (P04062 whole entry L483P): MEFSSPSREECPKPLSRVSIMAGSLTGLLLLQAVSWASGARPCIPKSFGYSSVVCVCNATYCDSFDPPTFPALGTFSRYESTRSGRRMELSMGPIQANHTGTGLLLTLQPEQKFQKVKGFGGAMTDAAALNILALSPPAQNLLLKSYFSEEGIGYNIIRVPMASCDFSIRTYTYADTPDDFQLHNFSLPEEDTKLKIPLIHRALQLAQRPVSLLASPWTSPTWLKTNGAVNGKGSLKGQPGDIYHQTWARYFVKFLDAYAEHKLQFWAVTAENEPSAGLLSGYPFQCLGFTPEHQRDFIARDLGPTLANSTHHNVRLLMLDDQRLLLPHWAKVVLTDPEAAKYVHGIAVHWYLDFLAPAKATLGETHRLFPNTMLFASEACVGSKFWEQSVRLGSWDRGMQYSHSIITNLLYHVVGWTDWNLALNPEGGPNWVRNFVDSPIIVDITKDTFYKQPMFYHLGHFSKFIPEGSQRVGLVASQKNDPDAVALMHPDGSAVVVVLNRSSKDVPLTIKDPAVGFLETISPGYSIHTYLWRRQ
Starred values were filed as active, the others as inactive.

SMILES | GBA enhancer
Cc1cc(=O)oc2cc(OCC(=O)OCC(=O)NCc3ccc4c(c3)OCO4)ccc12 | -5
Cn1cccc1C(=O)Nc1nccs1 | -20
CCSC1=C(C#N)C2(CCCC2)C(C#N)=C(N)N1 | -11
O=S(=O)(c1ccccc1)N1CCN(c2cc(-c3ccccc3)nc3ncnn23)CC1 | 5
CC(C)c1nc(=S)c2ccccc2[nH]1 | -24
Cc1c(-c2ccc(F)cc2)nc(N)c(C#N)c1-c1ccco1 | -28
Cc1ccc(S(=O)(=O)NC(C(=O)OCC(=O)NC2CCS(=O)(=O)C2)C(C)C)cc1 (stereo unspecified) | 0
COc1ccc(OC)c(S(=O)(=O)n2nnc3cc(Cl)ccc32)c1 | -20
COc1ccc(-n2c(SCC(=O)Nc3ccc(C(=O)O)cc3)nnc2-c2cccs2)cc1 | -13
O=C(NS(=O)(=O)c1ccccc1Cl)c1ccc[nH]1 | 2
Cn1c(N2CCN(C(=O)NCc3ccccc3)CC2)nc2ccccc21 | -20
FC(F)(F)c1ccc(N2CCOCC2)c(Nc2nc3ccccc3n3cnnc23)c1 | 75*
CCN1C(=O)CS/C1=C(\C#N)S(=O)(=O)c1ccccc1 | -18
COC(=O)c1ccc(NC(=O)CSc2nnc(C)n2-c2ccccc2)cc1 | 3
N#CCSc1nc2c(c(C3CC=CCC3)c1C#N)CCC2 (stereo unspecified) | -1
COc1ccc(NC(=O)C2(N(CC(C)C)C(=O)Cn3nnnc3N)CCCCC2)cc1 | 6
CCOC(=O)CCCOC(=O)c1ccc(S(=O)(=O)N(C)C)cc1 | -29
Nc1c(C(=O)NCc2ccc3c(c2)OCO3)c2nc3ccccc3nc2n1CCCN1CCOCC1 | -60
O=C(OCc1c(Cl)nc2sccn12)c1cc2c(s1)CCCC2 | -31
Cn1c(=NC(=O)c2cnccn2)sc2ccccc21 | -28
O=C(Nc1cccnc1)c1cc(-c2cccs2)on1 | -7
COc1ccccc1NC(=O)CN1CCN(CC(=O)Nc2ccccc2F)CC1 | -23
COc1c(Cl)ccc(Cl)c1C(=O)NC(=O)N1CCOCC1 | 0
Cc1nc2ccccc2c2nc(NC(=O)Cc3ccccc3)nn12 | -2
CCOC(=O)c1ccccc1NC(=O)c1ccc(Cl)c(S(=O)(=O)N2CCOCC2)c1 | 2

Continuation.
SMILES | GBA enhancer
COc1ccc(CCNC(=O)c2ccn[nH]2)cc1OC | 3
O=C(c1ccco1)N1CCN(C(=O)C2CCCO2)CC1 (stereo unspecified) | -14
COC(=O)N1CN(C(=O)OC)CN(C(=O)OC)C1 | -9
CC(C)Sc1nc(SCC(=O)NCc2ccco2)c2c3c(sc2n1)COC(C)(C)C3 | -20
COc1ccccc1CNC(=O)CCn1c(=O)sc2ccccc21 | -1
COc1ccccc1NC(=O)NCC(=O)Nc1ccc(F)c(F)c1 | 5
O=C(/C=N/O)NCCN1CCCCC1 | -23
Cc1nc2ccccc2nc1CSc1nncs1 | 4
Cc1ccc(-c2nnc(SCC(=O)N3CCCc4ccccc43)n2N)cc1 | 1
COc1ccc(C2C=C(c3ccc(Br)s3)Nc3ncnn32)cc1OC (stereo unspecified) | -6
C=CCn1c(SCC(=O)NCc2ccco2)nc2sc3c(c2c1=O)CCC3 | -53
CCOc1ccccc1N(CC(=O)O)S(=O)(=O)c1ccc(C)cc1 | 53
CSc1nc(-c2ccco2)nn1C(=O)Cc1ccccc1 | -3
CCOc1ccc(S(=O)(=O)Nc2cc(Cl)ccc2O)cc1 | -17
C=CCn1c(Cc2nc3ccc(Cl)cc3[nH]2)n[nH]c1=S | -13
CC(=O)Nc1nc(C)c(-c2csc(Nc3ccc(O)cc3)n2)s1 | -36
COc1cccc(CSc2nc3sc(C)c(C)c3c(=O)n2Cc2ccco2)c1 | -41
COc1ccc(N2CCN(C(=O)CC(NC(N)=O)c3cccc(Oc4ccccc4)c3)CC2)cc1 (stereo unspecified) | -17
O=S1(=O)CCC(NS(=O)(=O)/C=C/c2ccccc2)C1 (stereo unspecified) | 4
CCC(=O)N1CCc2cc(S(=O)(=O)CCC(=O)Nc3ccc(CC)cc3)ccc21 | 5
O=C(Nc1ccc2c(c1)OCCO2)NC12CC3CC(CC(C3)C1)C2 | -20
COc1ccc(S(=O)(=O)N2CCOCC2)cc1C(=O)Nc1ccon1 | -7
Cc1ccc(NCc2nnc(SCC(N)=O)n2CCc2ccccc2)cc1 | 0
COc1ccccc1N1CCN(C(=O)c2ccncc2)CC1 | -16
COC(=O)CSc1nnc(-c2ccco2)n1Cc1ccco1 | -2

3 entries drawn at random from the list so far, as already listed:
SMILES | GBA enhancer
Nc1c(C(=O)NCc2ccc3c(c2)OCO3)c2nc3ccccc3nc2n1CCCN1CCOCC1 | -60
COc1c(Cl)ccc(Cl)c1C(=O)NC(=O)N1CCOCC1 | 0
CC(=O)Nc1nc(C)c(-c2csc(Nc3ccc(O)cc3)n2)s1 | -36

Next section.
SMILES | GBA enhancer
Cc1ccc(C)c(N2CCN(C(=O)C3CCN(c4nc(C)cc(C)n4)CC3)CC2)c1 | -11
CC(=O)c1cccc(NC(=O)CN(c2ccccc2)S(C)(=O)=O)c1 | 15
COC(=O)CN1CCN(C(c2ccccc2)c2ccccc2)CC1 | -1
Cc1cccc(N(CC(=O)NC2CCCC2)C(=O)CS(=O)CC(=O)Nc2ccc3c(c2)OCO3)c1 (stereo unspecified) | 20
CCOC(=O)c1c(-c2ccccc2)nnn1-c1nc(OCC)nc(N2CCCCC2)n1 | 21
Cc1ccccc1S(=O)(=O)Cc1ccc(C(=O)N2CCN(c3cccc(C)c3C)CC2)o1 | -48
O=C(c1cc2ccccc2oc1=O)N1CCCC1 | -17
O=C(O)c1ccc(S(=O)(=O)Nc2ccc(F)c(Cl)c2)cc1 | -11
COc1ccc(CCNC2=NCCS2)cc1 | -9
CCCC12CN3CC(C)(CN(C1)C31C(=O)Nc3ccc(C)cc31)C2=O (stereo unspecified) | -35
CN(c1ccc(C(=O)Nc2ccccc2C(=O)N2CCCC2)cc1)S(C)(=O)=O | -11
COc1cccc(C2=NOC(C(=O)NCc3ccco3)C2)c1 (stereo unspecified) | -6
O=C(Nc1ccc2c(c1)OCCO2)c1cncc(Br)c1 | 11
COc1ccc(Cc2nnc(NC(=O)Cc3cccs3)s2)cc1OC | -9
CCC(Sc1ccccn1)C(=O)Nc1nnc(C)s1 (stereo unspecified) | -20
O=c1cc(Nc2ccc3c(c2)OCCO3)[nH]c(=O)n1C1CCCCC1 | -14
CC(=O)Nc1cccc(-c2nnc(SCc3ccccc3C#N)n2C)c1 | -4
O=C(O)C1C(c2ccccc2)C(C(=O)Oc2ccc(O)cc2)C1c1ccccc1 (stereo unspecified) | -5
COc1cccc2c1OC1(C)CC2NC(=O)N1c1cccc(C(=O)N2CCN(c3ccccn3)CC2)c1 (stereo unspecified) | -49
Cc1cc(C)nc(NC(=NCc2ccc3c(c2)OCO3)NC(=O)Nc2ccccc2)n1 | -12
COc1cccc(OC)c1C(=O)N1CC(C)OC(C)C1 (stereo unspecified) | 0
Nc1nc(F)nc2c1ncn2[C@@H]1O[C@H](CO)[C@@H](O)[C@@H]1O | -73
CCOC(=O)C1=C(N)n2c(s/c(=C/c3ccco3)c2=O)=C(C(=O)OC)C1c1ccco1 (stereo unspecified) | -45
CC(=O)NCCCCCCNC(C)=O | -18
COc1cc(NC(=O)CSc2nccc(C)n2)c(C(=O)O)cc1OC | -19

(cont.)
SMILES | GBA enhancer
CCn1c(SCC(=O)NC(=O)Nc2ccc3c(c2)OCCO3)nnc1-c1cccs1 | -15
CCCOc1ccc2oc(=O)c3c(c2c1)CCCN3C(=O)CN1CCN(c2ncccn2)CC1 | -6
Cc1ccc(SCc2nc(-c3cccnc3)no2)cc1 | 4
CC(C)NC(=O)CCCc1cn(C)c2ccccc12 | -14
CC(=O)OC(C(=O)NCc1ccco1)c1ccncc1 (stereo unspecified) | -9
Cc1cccc(Nc2nc(N)nc(CN3CCN(c4ccccc4F)CC3)n2)c1 | 4
O=C(CCC1CCCC1)Nc1ccon1 | -12
Cc1ccsc1C(=O)OCC(=O)NCC1CCCO1 (stereo unspecified) | -12
O=C1c2ccccc2C2NC(=O)C3(CCCCC3)N12 (stereo unspecified) | -7
Clc1cccc(Cl)c1Cn1cnc2c(N3CCCCCC3)ncnc21 | -14
CCOC(=O)c1cc(=O)n2nc(-c3ccccc3F)nc2s1 | -18
CCCN1C(=O)c2ccc(C(=O)NCc3ccco3)cc2C1=O | 2
CCCc1cc(=O)n2[nH]c(NCc3ccccc3F)nc2n1 | 7
CCOC(=O)c1nnn(-c2nc(N3CCCC3)nc(N3CCCC3)n2)c1-c1ccccc1 | 15
CCN(CC)c1ccc2c(C)c(CN3CCOCC3)c(=O)oc2c1 | -17
O=c1[nH]c(CSc2nnc(NCCCN3CCOCC3)s2)nc2cc(Cl)ccc12 | 12
CCCc1cc(=O)oc2cc(C)cc(OC(=O)c3ccco3)c12 | 8
Cc1ccc(C)c(OCCCC(=O)Nc2ccc(N3CCOCC3)cc2)c1 | 4
Cc1cc(NC(=O)C2CCN(S(=O)(=O)Cc3ccccc3)CC2)ccc1-n1cnnn1 | -22
COc1cc(OC)c(NC(=O)c2c(-c3ccccc3)noc2C)cc1Cl | 9
COc1ccc(NC(=O)CSc2[nH]c(=O)cc(C)c2C#N)cc1OC | 16
Cc1cc(C)cc(NC(=O)C2CCCN(c3nccc(C)n3)C2)c1 (stereo unspecified) | -14
CCc1n[nH]c2c1/C(=N\O)CC(C)(C)C2 | -28
C[C@H](NC(=O)Nc1ccccc1F)C(=O)O | -7
Cc1onc(-c2ccccc2Cl)c1C(=O)NCc1ccccn1 | 28

An excerpt of these results, as a markdown table:
| SMILES | GBA enhancer |
| --- | --- |
| CCN(CC)c1ccc2c(C)c(CN3CCOCC3)c(=O)oc2c1 | -17 |
| CCCc1cc(=O)oc2cc(C)cc(OC(=O)c3ccco3)c12 | 8 |

The main list resumes, starting 4 compounds before the break.
SMILES | GBA enhancer
Cc1cc(C)cc(NC(=O)C2CCCN(c3nccc(C)n3)C2)c1 (stereo unspecified) | -14
CCc1n[nH]c2c1/C(=N\O)CC(C)(C)C2 | -28
C[C@H](NC(=O)Nc1ccccc1F)C(=O)O | -7
Cc1onc(-c2ccccc2Cl)c1C(=O)NCc1ccccn1 | 28
Cc1nc(SCC#N)c2c3c(sc2n1)CCC3 | -90
C=CCn1cc(C(=O)NCc2ccco2)c(=O)c2cc(S(=O)(=O)N3CCCCCC3)ccc21 | -17
O=C(CNC(=O)c1cccs1)NCCN1CCN(Cc2ccccc2)CC1 | -6
O=C(Nc1ccccc1N1CCOCC1)c1ccc2c(c1)C(=O)N(Cc1ccncc1)C2=O | -15
Cc1ccc(-c2c3c(=O)n(C)c(=O)n(C)c3c3nnc4ccccc4n23)cc1 | -22
CCOc1cc(C)nc(N2CCC(C(=O)Nc3ccccc3OCC)CC2)n1 | -5
COC(=O)c1ccnc(/C=N/O)c1 | 1
CCc1nc(N2CCN(c3nc(C)cc(C)n3)CC2)c2oc3ccccc3c2n1 | -2
COc1ccc(S(=O)(=O)NC(C)C(=O)Nc2cccc(C(C)=O)c2)cc1 (stereo unspecified) | -96
O=P(O)(O)C(O)C(F)(F)C(F)(F)C(F)(F)C(F)F (stereo unspecified) | -3
Cc1cc(OC(=O)N2CCCCC2)cc(C)c1Cl | 9
O=C1C=C(NCc2ccco2)CC(c2ccc(Cl)cc2)C1 (stereo unspecified) | -15
Cc1ccn2cc(C(=O)NC3CCN(Cc4ccccc4)CC3)nc2c1 | 16
COCc1c(C(=O)OCC(=O)N2c3ccccc3NC(=O)C2(C)C)oc2ccccc12 | 10
CCOc1ccc(NC(=O)C2CC(=O)N(c3cc(C)cc(C)c3)C2)cc1 (stereo unspecified) | 5
Cc1cc(C)nc(NCCCc2ccccc2)n1 | -7
O=C(c1ccc2c(c1)[nH]c(=S)n1c3ccccc3nc21)N1CCN(c2ncccn2)CC1 | -14
COc1ccccc1Nc1ncccc1C(=O)O | -12
CCN(C(=O)CSc1nncs1)c1c(N)n(Cc2ccccc2)c(=O)[nH]c1=O | 1
CCN(CCCNC(=O)C1CCC(=O)N1C1CCCC1)c1cccc(C)c1 (stereo unspecified) | -2
COc1ccc(-c2nnc3n2N=C(c2ccccc2)CS3)cc1OC | -30
O=C(O)C1CCCN1S(=O)(=O)c1ccc2c(c1)CCC2 (stereo unspecified) | -1
CCOc1ccc(CNC(=O)C2CCCN(S(C)(=O)=O)C2)cc1OC (stereo unspecified) | -30
Cc1cc(C(=O)Nc2nc3c(s2)CCCC3)cs1 | 9
Cc1cc(C)nc(/N=C2/NC(=O)CS2)n1 | 0

More structures
SMILES | GBA enhancer
O=C(C(Cc1ccccc1)N1C(=O)C2C3C=CC(C3)C2C1=O)N1CCCCC1 (stereo unspecified) | -15
Cn1c(SCC(=O)NCCN2C(=O)CSC2=O)nc2ccccc2c1=O | 15
Cc1cc(C)nc(SCc2cccc(C(=O)O)c2)n1 | -3
c1ccc(Nc2nn[nH]n2)cc1 | 1
CCn1nnnc1SCC(=O)Nc1cc(OC)cc(OC)c1 | -9
COCCn1c(SCc2nc3sc(C(=O)OC)c(C)c3c(=O)[nH]2)nc2ccccc21 | 14
CCCOc1ccc(C2C(C(=O)c3ccco3)=C(O)C(=O)N2CCN2CCOCC2)cc1OC (stereo unspecified) | 7
O=c1cc(N2CCC3(CC2)OCCO3)[nH]c(=O)n1C1CCCCC1 | -25
Cc1csc2ncc(C(=O)Nc3ccccc3Cl)c(=O)n12 | 0
CCN(CCCn1c(=S)[nH]c2ncccc2c1=O)c1ccccc1 | -5
O=C(CSc1nnc(-c2cccs2)n1-c1ccccc1)N1CCc2ccccc21 | -14
O=C(Oc1ccc2[nH]cc(CCN3C(=O)c4ccccc4C3=O)c2c1)c1ccco1 | -7

Copied from the list:
`CCn1nnnc1SCC(=O)Nc1cc(OC)cc(OC)c1` in GBA enhancer → -9
`CCN(CCCn1c(=S)[nH]c2ncccc2c1=O)c1ccccc1` in GBA enhancer → -5
`Cn1c(SCC(=O)NCCN2C(=O)CSC2=O)nc2ccccc2c1=O` in GBA enhancer → 15

Only part of the results is shown, so the mix of outcomes need not match the whole.
